PriA SSB inh = inhibitors of Klebsiella pneumoniae PriA binding to SSB C-terminal tail, primary screen, biochemical, AlphaScreen; PriA–SSB C-terminal tail interaction (Klebsiella pneumoniae); AlphaScreen SSBct-PriA binding, biotinylated peptide; inhibition, % at 33 µM; 430,000 compounds, 0.6% hits; AID 1272365, 2023; in the data active means inhibition mostly above about 37%, no sharp cut-off; inactive means mostly below about 20%;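 further: plate controls were negative control peptide for no effect and reference peptide for full effect; strong numbers were not always called active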
* = called active by the depositor; & = joins results of further samples. A portion of the library (hit frequency here may not be typical).

SMILES	PriA SSB inh
Cc1nc(-c2ccc(F)cc2)sc1CCNC(=O)CN1C(=O)c2ccccc2C1=O	4.0
NC(=O)NN=Cc1cccc(OCc2ccc(F)cc2)c1	-9.0
COc1ccc(O)c(C=Nn2c(-c3ccco3)csc2=Nc2cccnc2)c1	94.0
Cc1cccc(-c2csc(C(=O)NCc3cccs3)c2-n2cccc2)c1	-11.0
COc1ccccc1CNC(=O)Cn1c(C)cc(C)c(-c2nc(-c3cccc(Cl)c3)no2)c1=O	7.0
CO[C@@]1(CNS(=O)(=O)c2ccc(C(F)(F)F)cc2)CCSC1	-1.0
COC(=O)N1CCc2c(sc(NC(=O)c3ccc4ncsc4c3)c2C(N)=O)C1	-7.0&-2.0
O=C(NC1CCN(c2nccs2)CC1)c1ccsc1	-10.0
CC(C)C(=O)N1CCc2ccc(NS(=O)(=O)c3ccccc3F)cc2C1	-4.0&7.0
Cc1ccc(CC(=O)Nc2ccccc2-c2nc3ccccc3[nH]2)c(C)c1	-10.0
COC1(CNC(=O)C(=O)Nc2ccc(F)c(Cl)c2)CCSC1 (stereo not given)	5.0
Cc1cc(OC2CCN(C(=O)c3sc(-n4cccc4)nc3C)C2)cc(=O)o1 (stereo not given)	-8.0
Cc1cc(C)cc(-n2c(C)cc(C=NNC(=O)CN(c3c(C)cccc3C)S(C)(=O)=O)c2C)c1	14.4
CO[C@H]1/C=C/O[C@@]2(C)Oc3c(C)c(O)c4c(O)c(c5c(c4c3C2=O)=NC2(CCN(CC(C)C)CC2)N=5)NC(=O)/C(C)=C\C=C\[C@H](C)[C@H](O)[C@@H](C)[C@@H](O)[C@@H](C)[C@H](OC(C)=O)[C@@H]1C	33.4
CCOC(=O)N1CCc2c(sc(NC(=O)c3ccc(Br)s3)c2C#N)C1	-6.0
O=C(NCC(O)c1csc2ccccc12)c1ccc2nsnc2c1 (stereo not given)	-28.0
CCc1nc(C)cn1S(=O)(=O)c1cc(OC)c(Br)cc1OC	3.0
Cc1nc(-c2ccco2)sc1CNC(=O)COc1cccc(C(F)(F)F)c1	6.0
Cc1ccccc1C(=O)Nc1sc(-c2ccccc2)cc1C(N)=O	-38.0
COc1ccccc1N1CCN(CC(N)=O)CC1	14.0
Clc1cccc(-n2c(-c3ccc(Br)cc3)cnc2SCc2ccccc2)c1	-16.0
COc1ccc(-c2nc(NC(=O)c3cccc(Cl)c3)sc2C)cc1	1.0
Cc1cc(C)n(CCC(=O)O)c(=O)n1	-7.0&3.0
CC(=NNC(=O)COc1ccccc1)c1ccc(O)cc1	2.0
O=C(Nc1nc(CCC(=O)N2CCc3ccccc32)cs1)c1ccco1	-7.0

(next part)
SMILES	PriA SSB inh
CCOCC(=O)NCCNC(=O)c1ccc(NC(C)=O)cc1	-1.0
O=S(=O)(Nc1ccc(Nc2cc(-n3cccn3)ncn2)cc1)c1ccc(OC(F)(F)F)cc1	-17.0
Cc1cccc(C(=O)ON=C2CCS(=O)(=O)c3sccc32)c1	-14.6
CN(C(=O)n1nnc2ccccc21)c1ccccc1	-3.0
Brc1ccc(-c2ccc(-c3nnc(-c4ccncc4)o3)o2)cc1	2.0
Cc1nc2ccc(Cl)cn2c(=O)c1NC(=O)NCc1ccccc1	-16.0
O=c1c2cc(-c3cccc4ccccc34)nn2ccn1Cc1nc(-c2ccccc2Br)no1	-17.0
O=C(NN=Cc1ccco1)C1CCCC1	-19.2
O=C(Nc1ccc2cn[nH]c2c1)c1cc(N2CCCCCC2)ccn1	-14.0
COC(=O)C[C@@]1(C(=O)OC)SC(=Nc2ccccc2)NN1c1nc2ccccc2s1	-3.0
CC(O)(CNC(=O)c1ccccn1)Cc1ccco1 (stereo not given)	-14.0
Cc1ccc(SCCC(=O)Nc2sc3c(c2C(N)=O)CCC(C)C3)cc1 (stereo not given)	1.0
COC(=O)C1CC(OC)CN1C(=O)CCCC(=O)c1ccccc1 (stereo not given)	-21.0
O=C(NCCn1ccc(-c2ccncc2)n1)c1cc(C2CC2)on1	-4.0
CC(C)c1nnc(C2CCN(Cc3cccnc3)CC2)o1	4.0
COc1ccccc1N1CCN(CCNC(=O)C(C)C)CC1	-12.0
CN1C(=O)C(=O)C(=C(O)c2ccc(Br)cc2)C1c1ccc(Cl)cc1 (stereo not given)	3.3
O=C(Nc1ccc(Br)cc1F)c1ccc(=O)[nH]n1	-3.0
OCc1ccnc(-c2ccccn2)n1	89.0*
Cc1ccc2[nH]c(C(=O)N3CCN(c4ccccc4Cl)CC3)c(NC(=O)c3ccc(F)cc3)c2c1	3.0
O=C(Cn1nnc(-c2ccccc2)n1)NN=Cc1cccc([N+](=O)[O-])c1O	-4.9
COc1ccc(C)c2sc(NC(=O)/C=C/c3cccs3)nc12	-2.0
Cn1nc(-c2ccc(F)cc2)cc1C(=O)NCC1(O)CCc2ccccc2C1 (stereo not given)	-10.0
O=C(CCS(=O)(=O)c1ccccc1)NCCn1cnc2ccsc2c1=O	-21.0
O=C(c1cccs1)N1CCc2ccc(NS(=O)(=O)c3cc(F)ccc3F)cc2C1	-5.0

Overlap with the part before: 7 compounds, then new ones.
SMILES	PriA SSB inh
OCc1ccnc(-c2ccccn2)n1	89.0*
Cc1ccc2[nH]c(C(=O)N3CCN(c4ccccc4Cl)CC3)c(NC(=O)c3ccc(F)cc3)c2c1	3.0
O=C(Cn1nnc(-c2ccccc2)n1)NN=Cc1cccc([N+](=O)[O-])c1O	-4.9
COc1ccc(C)c2sc(NC(=O)/C=C/c3cccs3)nc12	-2.0
Cn1nc(-c2ccc(F)cc2)cc1C(=O)NCC1(O)CCc2ccccc2C1 (stereo not given)	-10.0
O=C(CCS(=O)(=O)c1ccccc1)NCCn1cnc2ccsc2c1=O	-21.0
O=C(c1cccs1)N1CCc2ccc(NS(=O)(=O)c3cc(F)ccc3F)cc2C1	-5.0
CCOc1ccc2ccccc2c1C(=O)N1CCC(COCc2ccc(F)cc2)CC1	2.0
CCn1c(=NC(=O)c2cc(C)no2)sc2cc(OC)c(OC)cc21	-15.0
CCc1ccc(N2C(=O)C3N=NN(Cc4nc(-c5ccc(Br)cc5)no4)C3C2=O)cc1 (stereo not given)	0.0
CCn1c(SCC(=O)Nc2cccc(C)c2C)nnc1-c1cccn(C)c1=O	-19.0
COc1ccc(-c2csc(CN3CCN(C(=O)c4ccccc4SC)CC3)n2)cc1	5.0&8.0
O=C(NCc1ccc2[nH]c3c(c2c1)CCCC3)c1ccc(C(F)(F)F)cc1	22.0
CCc1ccc(S(=O)(=O)N2CCO[C@H](c3ccc(F)cc3)C2)cc1	-6.0
COCC(C)(O)CNC(=O)c1cc(-c2ccccc2)on1 (stereo not given)	-18.0
Cc1ccc(C=NNc2nc(C(C)(C)C)cs2)o1	19.9
CO[C@@H](CNC(=O)CSC1CCCC1)c1ccco1	-10.0
O=c1ccc(-c2ccco2)nn1CCCNS(=O)(=O)c1ccccc1	-4.0
O=C(NCc1ccc2c(c1)OCO2)c1cn(-c2cccc(F)c2)nn1	-10.0
Cc1cc(NC(=O)CSc2nc3ccccc3c(=O)n2NC(=O)Cc2ccccc2)no1	-16.0
Cc1cc(C(=O)N2CCC(Oc3ncccc3Cl)CC2)c(C)o1	10.0
Cn1nc(-c2ccc(F)cc2)cc1C(=O)Nc1nn(C)c2c1C(c1ccco1)CC(=O)N2 (stereo not given)	-1.0
CN1CCc2cc(C(CNC(=O)COc3ccc(Cl)cc3Cl)N3CCCC3)ccc21 (stereo not given)	11.0
O=S(=O)(NCC[C@H](O)c1cc2ccccc2o1)c1ccc(N2CCCCS2(=O)=O)cc1	-6.0
Cc1ccc(N(C)S(=O)(=O)c2c(-c3ccccc3)csc2C(=O)NCc2cccs2)cc1C	-1.0
CC(C)(C)c1ccc(-c2cc(=O)c3ccc(NC(=O)c4ccco4)cc3o2)cc1	6.0
CN(C)S(=O)(=O)NCCn1nc(-c2cccs2)ccc1=O	-6.0
CN1CCN(C(CNC(=O)Nc2cccc(Cl)c2)c2ccsc2)CC1 (stereo not given)	-15.0
O=C1CCc2cc(S(=O)(=O)N3CCc4oncc4C3)cc3c2N1CC3	-2.0
O=C(NN1CCOCC1)c1ccc(N2CCC(Cc3ccccc3)CC2)nn1	3.0
CCN(CC)c1ccc([N+](=O)[O-])cc1C=NNC(=O)CC#N	3.1
Cc1nnc(C2CCCN(C(=O)C3CCCCC3)C2)s1 (stereo not given)	-6.0

The list goes on:
SMILES	PriA SSB inh
Cn1nc(C(F)(F)F)c(C=NOC(=O)c2ccccc2)c1SCc1ccc(Cl)cc1	-7.7
Cc1ccc(C(=O)NCCS(=O)(=O)N2CCN(c3cccc(Cl)c3)CC2)cc1C	-13.0
Cc1cccc(CS(=O)(=O)NCCSC2CCOCC2)c1	0.0
O=C(Cc1ccc(F)cc1)OCc1cc(-c2cc3ccccc3o2)on1	-8.0
O=C(NCCn1nc(-c2ccc(Cl)cc2)ccc1=O)c1cccc2ccccc12	-4.0
CC(=O)Nc1nc(CC(=O)Nc2nc(-c3cccnc3)cs2)cs1	-6.0
O=S(=O)(NCC(c1ccsc1)N1CCCC1)c1cccc(Cl)c1 (stereo not given)	6.0
O=C(Cn1c(=O)n(Cc2ccccc2Cl)c(=O)c2nccnc21)Nc1ccc2c(c1)OCCO2	-7.0
CCCCn1c(=CC=C2CC(C)CC(C=CC3=[N+](CCCC)c4cccc5cccc3c45)=C2Cl)c2cccc3cccc1c32 (stereo not given)	-3.0
CC(=O)Nc1ccc(S(=O)(=O)NCc2cc(C)oc2C)c(C)c1	-10.0
Cn1cccc1C(CNC(=O)c1cc(Cl)ccc1Cl)N1CCCC1 (stereo not given)	-4.0
Cc1nc(-c2cccs2)sc1CNC(=O)[C@H]1CC(=O)N(c2cccc(F)c2)C1	-1.0
CC1=Nc2ccccc2C1=Cc1sc(=O)n(CC(=O)N2CCCC2)c1O	-3.5
Cc1nnsc1C(=O)NCc1ccc(C(=O)c2ccccc2)s1	-2.0
COc1cccc2cc(C(=O)N3CCSC(c4ccccc4F)CC3)oc12 (stereo not given)	5.0
COC(=O)Cn1c(=NC(=O)c2ccnn2C)sc2cc(Cl)ccc21	2.0
CCOC(=O)c1sc2ccccc2c1NC(=O)c1ccc2c(c1)OCCO2	-12.0
CNC(=S)NN=Cc1c2ccccc2c(Cl)c2ccccc12	-3.6
CS(=O)(=O)N1CCCc2ccc(NC(=O)C(=O)NCc3cccs3)cc21	-6.0
COc1ccc(N(C)S(=O)(=O)c2ccsc2-c2nc(-c3ccc(OC)c(OC)c3)no2)cc1	10.0
CSc1ccccc1NC(=O)c1cccc(-n2cnnn2)c1	-2.0
O=C1C[C@H](NS(=O)(=O)c2ccc(Cl)cc2)CN1	-8.0
CCOc1ccc(NC(=O)CN2CCc3[nH]c4c(F)ccc(F)c4c(=O)c3C2)cc1	-9.0
O=C(NC(=S)Nc1ccc(C23CC4CC(CC(O)(C4)C2)C3)cc1)C12CC3CC(CC(C3)C1)C2	-3.0
Cc1ccc(N(CC(=O)NN=Cc2cccs2)S(C)(=O)=O)cc1Cl	-8.9

Looked up above.
PriA SSB inh result of `CC(=O)Nc1nc(CC(=O)Nc2nc(-c3cccnc3)cs2)cs1` reads -6.0
PriA SSB inh result of `CS(=O)(=O)N1CCCc2ccc(NC(=O)C(=O)NCc3cccs3)cc21` reads -6.0

Continued.
SMILES	PriA SSB inh
CSc1cccc2sc(N)nc12	-10.0&3.0
CCOC(=O)c1c(NC(=S)NC(=O)Cc2ccccc2)sc(C)c1C	-7.0
COC(=O)c1ccc(C(=O)NCCn2nc(-c3ccccn3)c3c2CCCC3)cc1	-13.0
Cc1cc(NCc2ccc3c(c2)OCO3)nc(-n2cc([N+](=O)[O-])cn2)n1	10.0
O=C(NNC(=O)c1cc(Cl)sc1Cl)c1ccc(S(=O)(=O)N2CCCCCC2)cc1	4.0
CN1C(=O)C(=NOC(=O)c2ccccc2Cl)c2ccccc21	2.1
CCC1=N/C(=C\c2ccc(Br)cc2)C(=O)O1	7.0
O=C(C1=CN(c2ccc(Br)cc2)c2cc(Cl)ccc2S1(=O)=O)N1CCOCC1	9.0
O=C(CSc1nnc(-c2ccncc2)o1)Nc1cccc([N+](=O)[O-])c1	1.0
Cc1ccc2nc(N(CCCN(C)C)C(=O)C(c3ccccc3)c3ccccc3)sc2c1	-7.0
CCOc1cccc2sc(NC(=O)C(C)C)nc12	-9.0&-7.0
COc1ccc(C=NNc2nncc3ccccc23)c(OC)c1	-5.3
O=C(c1c[nH]c2ccccc12)N1CCC[C@H](Oc2cccnn2)C1	-12.0
Fc1ccc(-c2ccc(SCCN3CCCCC3)nn2)cc1	2.0
Cc1cc(C)c(S(=O)(=O)N2CCN(C(=O)c3cccc(Br)c3)CC2)c(C)c1	10.0
COc1ccc(C(=O)c2oc3ccc(NC(=O)C4CCCCC4)cc3c2C)cc1OC	-5.0
O=C(c1ccccn1)N1CC(c2nc(-c3ccsc3)no2)C1	-9.0
CCOC(=O)C(C#N)=NNc1cc(Cl)ccc1OC	-5.1
O=C(NN=C(Cc1ncc[nH]1)c1ccccc1)c1ccncc1	47.9*
O=C1NC2(CCN(C(=O)NC3CCCCC3)CC2)N=C1c1cccc(Cl)c1	-6.0
Cn1ccsc1=NS(=O)(=O)c1ccc(Br)cc1	-9.7
O=C(NCC#CCOc1ccc2c(c1)OCO2)Nc1c(F)cccc1F	-8.0
CCOC(=O)c1c(NC(=O)c2ccc([N+](=O)[O-])s2)sc(C)c1C	5.0
O=C(N1CC(c2nc(-c3cnccn3)no2)C1)C1(c2cccs2)CCCC1	4.0
O=C(Cc1ccsc1)NCC1(Sc2ccccc2)CCOCC1	-3.0

Next records follow.
SMILES	PriA SSB inh
COc1ccc(CCn2c(SCc3c(F)cccc3Cl)nc3ccccc3c2=O)cc1OC	-7.0&2.0
COc1ccc(OC)c(NC(=O)CSc2[nH]c(=O)ncc2C)c1	-6.0
CCCc1nc(-n2cccc2)sc1C(=O)NCc1ccccc1C(F)(F)F	-8.0
COc1ccc(OC)c(/C=N\NC(=O)Cc2nc3ccccc3[nH]2)c1	4.0
Cc1csc(C(=O)NCC2CCN(S(C)(=O)=O)CC2)c1	-20.0
COc1ccc(CCS(=O)(=O)Nc2ccc3c(c2)CN(C(=O)C2CC2)CC3)cc1	7.0

Screening data: PubChem, Small Molecule Screening Facility, UW Madison
